MC4R barr agon: agonists of human melanocortin 4 receptor (MC4R) beta-arrestin; P32245; U2OS MC4R beta-arrestin complementation, luminescence; percent of melanotan II response, DMSO zero; activation, % at 8.9 µM; 360,000 compounds, 0.98% hits; AID 540308;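 active = activation above a per-plate cutoff, the mean activation of sample wells on that plate plus 3 SD, cut at about 8% in these data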
PDI turbidity: PDI (human) enzyme inhibition; P07237; PDI insulin aggregation turbidity, A650, 90 min; inhibition, % at 10 µM; 350,000 compounds, 0.052% hits; AID 588391;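 active = mean inhibition across replicates of 30% or more, whatever share of single replicates reach that level; inconclusive = mean inhibition below 30% while every single replicate reaches 30%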;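 also: absorbance from insulin aggregation driven by PDI reduction with DTT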
H9c2 protect: myocardial damage modulation in H9c2 cells; protection from H2O2 cell death, % at 20 µM; H9c2 cardiomyocytes, H2O2 injury protection, ATPLite, 2 h; 360,000 compounds, 0.63% hits;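 active = compounds giving at least 50% protection of heart cells from peroxide-induced death in the single-dose screen, raw or plate-pattern-corrected value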;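 also: 0% = DMSO wells with peroxide and 100% = DMSO wells without peroxide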
MC4R antagonist: blocks human MC4R cAMP signaling; MC4R-expressing cells, MTII-stimulated cAMP, LANCE TR-FRET; inhibition, % at 6.5 µM; 360,000 compounds, 0.48% hits;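 active = inhibition above its plate's cutoff, the mean of tested wells on that plate plus 3 SD, cut at about 29% in these data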;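 also: 0% = Melanotan II alone and 100% = Melanotan II plus saturating MCL0020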
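System – human MC4R-expressing U2OS cells · Also added – Melanotan II · Dosing – one concentration, 6.5 µM nominal · Timing – 30-min compound, 1-h challenge, 1-h detection, room temperature · Measured by – Eu-cAMP/anti-cAMP TR-FRET, emission 671 nm · Replicates – singlicate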
ABCB6 inh MLPCN: human ABCB6 transporter inhibition. Q9NP58. K562-ABCB6 porphyrin accumulation, flow cytometry, 1 h; active compounds read low. fluorescence ratio to DMSO, % at 10 µM. 360,000 compounds, 0.19% hits. AID 602162;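 active = fluorescence ratio to DMSO below 75%, the collection mean minus 3 SD; inconclusive = too few cells collected in the well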;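 also: signal is porphyrin accumulated inside mitochondria; 100% equals median channel fluorescence of DMSO control wells; lower ratio means ABCB6 inhibition with less porphyrin fluorescence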
Target sequence (Q9NP58 whole entry, looked up): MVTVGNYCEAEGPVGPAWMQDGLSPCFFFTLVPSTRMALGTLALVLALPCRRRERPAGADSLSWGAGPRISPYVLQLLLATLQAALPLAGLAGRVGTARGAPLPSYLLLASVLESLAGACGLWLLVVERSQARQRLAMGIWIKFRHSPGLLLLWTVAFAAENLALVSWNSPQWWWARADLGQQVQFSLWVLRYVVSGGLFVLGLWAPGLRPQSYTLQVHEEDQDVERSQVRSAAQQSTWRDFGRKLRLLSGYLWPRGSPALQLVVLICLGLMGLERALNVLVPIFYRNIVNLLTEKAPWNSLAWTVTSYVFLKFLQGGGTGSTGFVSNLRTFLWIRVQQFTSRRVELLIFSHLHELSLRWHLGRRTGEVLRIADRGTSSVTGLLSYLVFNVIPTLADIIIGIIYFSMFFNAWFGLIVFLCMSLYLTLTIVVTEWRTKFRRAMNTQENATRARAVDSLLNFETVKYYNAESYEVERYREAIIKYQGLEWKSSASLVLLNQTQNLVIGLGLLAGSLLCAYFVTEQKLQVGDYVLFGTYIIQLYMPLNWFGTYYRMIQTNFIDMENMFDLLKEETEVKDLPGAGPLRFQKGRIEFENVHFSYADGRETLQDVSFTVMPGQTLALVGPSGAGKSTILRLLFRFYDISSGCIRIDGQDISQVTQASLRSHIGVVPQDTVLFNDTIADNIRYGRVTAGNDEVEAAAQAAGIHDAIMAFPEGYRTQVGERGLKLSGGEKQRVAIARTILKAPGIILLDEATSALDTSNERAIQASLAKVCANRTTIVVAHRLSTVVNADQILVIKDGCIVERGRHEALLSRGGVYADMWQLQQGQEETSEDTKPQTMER
ABHD5-PLIN5 inh: ABHD5-PLIN5 protein interaction inhibition; 360,000 compounds, 0.78% hits; inhibition, % at 4 µM; Split G. princeps luciferase complementation, luminescence, 4 h; Q00G26+Q8WTS1;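 active = inhibition above the mean inhibition across every tested compound plus 3 SD, cut at about 22% in these data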;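 also: 0% = DMSO only wells and the 100% control is not disclosed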
Glyco luc inh: blocks N-linked glycosylation in D54 reporter cells. D54 ERlucT glycosylation luciferase reporter, 24 h; percent of 100 nM tunicamycin response. AID 588692. reporter increase, % at 12.5 µM. 360,000 compounds, 0.23% hits;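 active = mean luciferase reporter signal, scaled so untreated is 0 and the glycosylation-blocking control 100, at or above a set limit in every replicate; inconclusive = mean reaches the limit but not every replicate does; inactive = mean below the limit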;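 also: luciferase carries N-glycosylation sites so blocking glycosylation raises the light; 0% = median of neutral control wells and 100% = median of 100 nM tunicamycin wells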
Granule exo inh: lytic granule exocytosis inhibition. AID 651702. inhibition, % at 10 µM. 360,000 compounds, 0.66% hits. TALL-104 LAMP-1 surface exposure, flow cytometry; cells stimulated with thapsigargin and PMA;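 active = inhibition above about 55%, limit read from the data; inconclusive = no clear call, values can overlap the other calls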
CaV13 ICDI inh: Primary screen for inhibitors of IQ motif and Ca2+-dependent inactivation inhibitor domain binding in CACNA1D, Förster resonance energy transfer in living cells, … | HEK cells, CFP/YFP FRET ICDI-IQ, plate reader, 10 min; percent FRET-ratio fall versus neutral wells | AID 743397 | 340,000 compounds, 0.098% hits | inhibition, % at 12.3 µM;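 active = mean replicate inhibition of at least 30% and at least 1% of replicates passing that level; inconclusive = only one of the two criteria is met; inactive = neither criterion is met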;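 also: 0% = median of the neutral control wells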
m5-HT2A agonist: mouse HTR2A agonism via beta-arrestin recruitment. P35363. CHO-K1 mHTR2A beta-arrestin complementation, luminescence; percent of 30 µM serotonin response. activation, % at 7.6 µM. 360,000 compounds, 0.66% hits. AID 624169;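 active = activation above a run cutoff, the mean activation of all tested compounds plus 3 SD, cut at about 14% in these data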;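 also: 0% = plate median of compound wells and 100% = 30 µM serotonin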
An asterisk follows results filed as active; ? = inconclusive; . = no result given.

SMILES	MC4R barr agon	PDI turbidity	H9c2 protect	MC4R antagonist	ABCB6 inh MLPCN	ABHD5-PLIN5 inh	Glyco luc inh	Granule exo inh	CaV13 ICDI inh	m5-HT2A agonist
Cc1cn([C@H]2C[C@H](O)[C@@H](CCC(=O)NCc3ccc(N(C)C)cc3)O2)c(=O)[nH]c1=O	1.9	0	-1	17	102	-3	0	-1	-3	-1
CCCCNC(=S)N(Cc1c(C)noc1C)c1ccccc1	-2.0	3	-3	-1	95	-2	4	8	-3	-2
COc1cccc(-c2nnc(NC(=O)C3CCCCC3)o2)c1	1.6	0	32	13	97	-5	2	0	-6	1
COc1cc(S(=O)(=O)N2CCCCC2)ccc1NC(=O)c1ccncc1	-1.5	4	-4	12	93	10	1	-2	-4	-1
CN1C(=O)C2(C(C#N)=C(N)N(c3cc(Cl)cc(Cl)c3)C3=C2C(=O)CC(C)(C)C3)c2ccccc21 (stereo unspecified)	0.9	-1	16	8	103	9	2	-2	-6	7
CN1CCN(c2cc(CNC[C@H]3O[C@@H](n4cnc5c(=O)[nH]c(N)nc54)[C@H](O)[C@@H]3O)ccc2F)CC1	.	.	8	.	99	-21	-1	-2	-3	-2
CCCOC(=O)c1cc(-c2ccc(/C=C3/C(=O)N(C)C(=O)C(C#N)=C3C)o2)ccc1Cl	-1.7	-4	1	1	101	-12	2	-1	.	-2
O=C(Nc1ccc2c(c1)OCO2)C(=O)c1c[nH]c2ccccc12	3.9	-15	-10	-8	97	-5	-9	-2	-8	-4
CS(=O)(=O)Oc1ccc(Br)cc1/C=C1/N=C(c2ccco2)OC1=O	0.8	0	1	19	105	1	1	6	-5	2
O=C(CCN1CCC2CCC(C2)C1)c1ccccc1 (stereo unspecified)	-1.7	7	-19	0	97	3	-1	-30	-7	4
O=C(Nc1ccc(F)cc1)c1ccc(S(=O)(=O)N2CCOCC2)o1	-1.4	0	-4	6	96	0	1	-3	-5	9
O=C(Nc1ccccc1)c1ccc(S(=O)(=O)NCc2ccco2)cc1	-1.2	-7	-10	1	96	-10	-3	2	-2	-9
O=C(CSc1nnc(CNC(=O)c2ccco2)o1)Nc1ccccc1	2.7	1	13	8	102	-2	-2	-16	21	-2
CC(C)[C@@H]1CN=C(N)N1C[C@@H]1CCCN1C[C@H](C)N1C[C@@H](Cc2ccccc2)N(CCc2ccc(Cl)c(Cl)c2)C1=N	5.0	-2	16	12	96	19	-2	2	.	-5
COc1ccccc1N1CCN(C(=O)CSc2nnc(NC(=O)C(C)C)s2)CC1	0.7	3	3	2	97	9	-1	1	-1	1
COCCN(C(=O)COC(=O)CCSc1ccc(F)cc1)c1c(N)n(Cc2ccccc2)c(=O)[nH]c1=O	-1.3	-2	1	7	96	-3	-1	0	-5	11
CCn1c(NCCCO)nc2c(c1=O)C(C)(CC)Cc1ccccc1-2 (stereo unspecified)	-0.1	-1	3	4	102	3	2	1	1	-2
NCCCC[C@@H]1NC(=O)c2cc([N+](=O)[O-])cc(I)c2SC[C@@H](C(N)=O)NC(=O)[C@H](Cc2ccc(O)cc2)NC1=O	1.2	-1	6	-4	100	6	1	-2	.	2
CC(NC(=O)c1ccc(NC(=O)CC2SC(N3CCCC3)=NC2=O)cc1)c1ccc(F)cc1 (stereo unspecified)	-2.9	4	2	4	103	1	10	-4	-6	0
O=C1C(=O)N(C2CCS(=O)(=O)C2)C(c2cccc(O)c2)/C1=C(/O)c1ccc(Cl)cc1 (stereo unspecified)	-2.4	8	2	6	97	3	1	17	-2	4
CC(=O)/C(=N/Nc1cccc(Cl)c1)Sc1nnc(C(O)c2ccccc2)n1-c1ccccc1 (stereo unspecified)	-2.3	-6	-2	4	104	-1	1	0	-20	3
CCOc1ccccc1NC(=O)N1CCCC1C(=O)Nc1nnc(CC)s1 (stereo unspecified)	0.0	11	10	8	87	-1	1	-1	-1	9
COc1c(S(=O)(=O)N2CCCC2)ccc(Cl)c1Cl	1.1	-3	0	-3	99	-4	0	-3	-2	-1
Cc1cc(OCC(=O)OCC(=O)NC2CCCC2)ccc1Cl	0.3	-1	10	3	100	-1	-3	-2	-6	-9
O=S(=O)(SC1=NCCN1)c1ccccc1	-0.3	-1	0	0	92	-1	1	-2	-6	1
Nc1sc2c(c1C(=O)NC1CC1)CCCC2	-1.3	-8	5	-1	101	-11	3	-1	-16	3
O=C(COc1ccc(S(=O)(=O)N2CCOCC2)cc1)NCCc1ccc(Cl)cc1	-1.6	-1	-2	2	103	-5	2	-4	-5	-3
CCN(CC(=O)NCCc1ccc(S(N)(=O)=O)cc1)Cc1nc2cc(OC)c(OC)cc2c(=O)[nH]1	-2.8	-4	10	6	106	1	3	4	-5	-3
O=C(COC(=O)CCS(=O)(=O)c1ccc(F)cc1)NC1CCCCC1	0.1	4	4	1	98	-4	1	-1	-3	-1
COc1ccc(CCNC(=O)Nc2ccc3c(c2)c(=O)n(C)n3Cc2ccc(F)cc2)cc1OC	2.9	-1	-1	4	98	12	-1	-4	-4	-3
O=C(c1ccc(Cl)cc1Cl)N1CCc2ccccc21	0.3	-5	0	8	99	-1	2	-10	-2	0
O=C(CC(n1cncn1)C(Cl)(Cl)Cl)c1ccc([N+](=O)[O-])cc1 (stereo unspecified)	0.9	3	-16	11	102	5	9	68*	-20	2
COC(=O)c1ccsc1NC(=O)c1ccc(Cl)s1	-1.1	-1	-6	2	99	1	0	0	?	2
CCCCCCCCN1[C@@H](CC(C)=O)c2cc(C(F)(F)F)ccc2S1(=O)=O	-0.9	-5	-29	0	100	6	1	1	-5	-1
O=C1c2ccccc2C(=Nc2ccccc2)C1c1cccc(Br)c1 (stereo unspecified)	3.7	-7	-16	18	97	0	11	5	-8	-1
COc1ccc(C)cc1NC(=O)c1cc2c(CO)cnc(C)c2oc1=N	0.2	-2	1	16	106	4	2	-4	-6	3
COc1cccc(NC(=O)N2CCN(S(C)(=O)=O)CC2)c1	-2.3	9	2	10	107	-2	-1	-3	-7	1
c1ccc(-c2cc3ccccc3cn2)cc1	0.6	-3	-15	-6	93	-3	-6	-1	18	-1
CCn1c(-c2ccc(-c3ccccc3)cc2)c[nH]c1=S	-4.7	-3	-16	-1	.	-23	-2	0	.	-7
COC(=O)[C@@H]1C[C@@]2(O)[C@H](O)[C@H](O)[C@H](O)C[C@H]2N1Cc1cc(OC)cc(OC)c1	-2.1	9	0	6	96	2	0	-5	-5	8

Of the compounds above, 2 contain bromine.
SMILES	MC4R barr agon	PDI turbidity	H9c2 protect	MC4R antagonist	ABCB6 inh MLPCN	ABHD5-PLIN5 inh	Glyco luc inh	Granule exo inh	CaV13 ICDI inh	m5-HT2A agonist
CS(=O)(=O)Oc1ccc(Br)cc1/C=C1/N=C(c2ccco2)OC1=O	0.8	0	1	19	105	1	1	6	-5	2
O=C1c2ccccc2C(=Nc2ccccc2)C1c1cccc(Br)c1 (stereo unspecified)	3.7	-7	-16	18	97	0	11	5	-8	-1

New compounds follow
SMILES	MC4R barr agon	PDI turbidity	H9c2 protect	MC4R antagonist	ABCB6 inh MLPCN	ABHD5-PLIN5 inh	Glyco luc inh	Granule exo inh	CaV13 ICDI inh	m5-HT2A agonist
O=C(c1ccccc1)c1ccc2cc(O)ccc2c1	0.1	9	-20	3	96	-3	1	1	-5	-6
COc1ccc(NC(=O)CCNS(=O)(=O)c2cccc(C(C)=O)c2)cc1S(N)(=O)=O	-1.2	1	9	-4	94	0	3	1	-6	-5
O=C1NC(=NCc2ccccc2)S/C1=C/c1ccc(O)cc1	-1.6	-17	2	-23	100	8	-4	2	-3	-8
NC(=O)CCN1CCN(Cc2nc(C(c3ccccc3)c3ccccc3)no2)CC1	-2.4	-4	-2	-1	100	-3	0	0	-3	9
CC(=O)C1=C(O)C(=O)N(c2ccc(S(=O)(=O)Nc3nccs3)cc2)C1c1ccc(F)cc1 (stereo unspecified)	-1.2	0	2	-3	90	-5	-1	-3	-2	-4
Cc1nn(-c2ccccc2)c(C)c1NC(=O)c1cccs1	1.2	-1	-4	-3	97	-1	1	-3	-4	1
COc1ccc(NC(=O)CN(C)C2CCCCC2)cc1Cl	1.0	2	-3	2	102	-3	-1	9	-5	0
OCCC1CN(Cc2cccc3c2OCO3)CCN1C1CCCCC1 (stereo unspecified)	1.3	1	2	4	85	7	-1	-6	2	0
O=C(Nc1ccc(F)c([N+](=O)[O-])c1)C(=O)c1c(O)[nH]c2ccccc12	-4.8	6	-6	-1	97	-10	1	-1	-3	-1
Cc1cc(Cl)c(S(=O)(=O)Nc2ccc3c(c2)OCO3)cc1OCC(=O)NC1CCCCC1	-0.4	14	4	-2	94	3	-2	5	-6	-4
CCOc1ccc(CNC(=O)C2Cc3cc(S(=O)(=O)N4CCCCC4)ccc3N2C(C)=O)cc1 (stereo unspecified)	-3.4	-11	6	12	93	-10	-2	-5	-7	1
CCc1nnc(NC(=O)CSc2ncnc3c2oc2ccccc23)s1	-1.2	.	-3	5	97	5	-2	-13	-7	-1
Cc1ccc(S(=O)(=O)Nc2cc(C)on2)cc1	-1.1	8	-2	-6	98	-5	2	-2	-6	4
CNC(=S)NNC(=O)c1cccs1	-1.9	-5	0	4	103	-2	0	1	-5	-4
Cc1nc(NC(=O)C23CC4CC(CC(C4)C2)C3)sc1Cc1ccc2c(c1)OCO2	-2.3	3	-6	17	99	-9	-2	13	-10	2
O=C(c1ccc2c(c1)OCCO2)N(c1ccccn1)C1CCCCC1	-1.2	6	-5	-6	104	5	0	-2	-6	1
Cc1nnc(N/N=C/c2c[nH]c3ccccc23)[nH]c1=O	-0.2	-5	8	1	93	3	-1	1	-1	-2
CCCCCCCc1nc2c(=O)n(C)c3ccccc3c2o1	-2.2	-2	-6	-4	101	-2	3	-3	-3	4
COc1ccc2oc(=O)cc(C)c2c1	-1.5	7	21	0	97	0	3	0	.	1
CCc1nc2sc(C(=O)O)c(N)c2c2c1CCCC2	-3.4	-2	-5	11	99	4	1	-3	-4	4
Cn1c(N)c(C(=O)COC(=O)Cc2ccccc2F)c(=O)n(C)c1=O	-1.4	-8	4	2	96	-5	1	-2	-6	-3
NNc1nc2cc3c(cc2s1)OCCO3	-4.7	4	-1	-1	104	-10	-4	4	-4	-3
CC(C)(C)OC(=O)CNC(=O)c1nc[nH]c1C(=O)NCc1ccc(CNC(=O)OC(C)(C)C)cc1	0.0	10	4	3	83	-3	-2	-2	4	0
CC(=O)Nc1cc(-c2nn3c(C)nnc3s2)ccc1C	-2.0	.	4	-4	104	1	1	-1	-2	3
Cc1ccc(COc2ccsc2C(=O)NNC(N)=S)cc1	0.6	4	5	12	100	-12	0	3	-4	1
Cc1ccc(C(=O)C=CNNC(=O)c2ccccc2)cc1	-3.0	4	15	-2	100	1	1	0	-4	-4
Cc1ccc(C(=O)NC(=S)Nc2nc(-c3cccc([N+](=O)[O-])c3)cs2)c(Cl)c1	5.0	-9	3	1	99	-5	4	2	-15	5
